Growth percent in the NCI-60 one-dose screen (48 h, 10 µM unless noted): 100 = growth as untreated, 0 = no growth, -100 = all killed.
HL-60(TB) – HL-60(TB) leukemia cells; hit rate 9% among 78,000; AID 1794776; active = growth percent below 10
An asterisk follows results filed as active; & = joins results of further samples. An excerpt (hit frequency here may not be typical).

COC(=O)Nc1nc2ccc(C(=O)c3ccc(F)cc3)cc2[nH]1 was read as HL-60(TB) -70.4*.
For CCC(=O)OC1CCCCC1 the results were HL-60(TB) 104.5.
COc1cc2cc3c(nc2cc1OC)CCN3Cc1ccc(NC(=O)c2ccc(Cl)c(Cl)c2)cc1 was read as HL-60(TB) 106.3.
COc1cc(NCCNC2CCCCC2)c2ncccc2c1 was read as HL-60(TB) 96.5.
NN1C(=O)CSC1=S was read as HL-60(TB) 126.3.
Screening CCOC(=O)c1ccc(C(Br)Br)cc1 returned HL-60(TB) 100.6.
`Cc1ccc(-n2cnc3c(NC(=O)Nc4ccccc4)ncnc32)cc1` gave HL-60(TB) 96.4.
For C=C(C)[C@@H]1CC[C@]2(COCCCNCCCN)CC[C@]3(C)[C@H](CC[C@@H]4[C@@]5(C)CC[C@H](OCCCN)C(C)(C)[C@@H]5CC[C@]43C)[C@@H]12 the results were HL-60(TB) 48.2.
`COc1cc(CNC(=O)Cc2ccccc2)ccc1OCc1cn(-c2ccc(Br)cc2)nn1` gave HL-60(TB) 86.1.
Screening CC1CN1C(=O)c1ccc(C(=O)N2CC2C)c2ccccc12 (configuration not stated) returned HL-60(TB) 93.2.
For Cc1ccc(Cn2cc(Cn3c(=O)c(-c4nc5ccccc5[nH]4)cc4ccccc43)nn2)cc1 the results were HL-60(TB) 99.0.
COc1ccc(/C=N/NC(=O)CSc2nc3ccccc3c(=O)n2CCc2ccc(S(N)(=O)=O)cc2)cc1OC was read as HL-60(TB) 55.5.

Structural class, those above with sulfur
NN1C(=O)CSC1=S was read as HL-60(TB) 126.3.
COc1ccc(/C=N/NC(=O)CSc2nc3ccccc3c(=O)n2CCc2ccc(S(N)(=O)=O)cc2)cc1OC was read as HL-60(TB) 55.5.

Other results
For N#CC1=C2NCCCCCNc3oc(nc3C#N)Cc3ccccc3CC(=N1)O2 the results were HL-60(TB) 103.6.
For O=[N+]([O-])c1ccc2c(c1)oc1ccccc12 the results were HL-60(TB) 81.4.
`CCOC(=O)CNC(=O)N1CCN(CC(=O)OCC)CC1` gave HL-60(TB) 126.4.
CCCCC(CC)OC(=O)c1ccc(OC)cc1 (configuration not stated) was read as HL-60(TB) 100.0.
`COC(=O)[C@@H](CC(C)C)N1CC=CCN(OCc2ccccc2)S1(=O)=O` gave HL-60(TB) 102.5.
For CCOC(=O)N1CCc2nc(NC(=O)Cc3ccccc3)sc2C1 the results were HL-60(TB) 119.0.
Screening C(=N\C(/N=C/c1ccco1)c1ccco1)/c1ccco1 returned HL-60(TB) 102.7.
For O=C(O)c1cccnc1C(=O)O the results were HL-60(TB) 87.6&101.7.
Screening COC(=O)c1cc2ccccc2[nH]c1=O returned HL-60(TB) 129.7.
For CCCNC(=O)c1ccc(S(N)(=O)=O)cc1 the results were HL-60(TB) 133.0.
O=C1C=CC2C3C=CC(C3)C12 (configuration not stated) was read as HL-60(TB) 104.2.
C[n+]1c(/C=C\C=C\N2CCCCC2)sc2ccccc21 was read as HL-60(TB) -37.3*.
Screening O=C1c2cc(Cl)c(Cl)cc2C(=O)N1CNc1cc(Cl)ccc1Cl returned HL-60(TB) 104.2.
Screening O=C(O)CP(=O)(O)CCc1ccccc1 returned HL-60(TB) 82.9.
CCCCCCCC(CC(=O)O)OC(=O)CC(CCCCCCC)OC1OC(C)C(O)C(O)C1OC1OC(C)C(O)C(O)C1O (configuration not stated) was read as HL-60(TB) 311.5.
For COc1cc(NCC(=O)Nc2cc(Nc3cccc(I)c3)ncn2)c(Cl)c(OC)c1Cl the results were HL-60(TB) 93.6.
Screening O=C1CN(Cc2ccncc2)C(=O)[C@H](Cc2c[nH]c3ccccc23)N1 returned HL-60(TB) 89.3.
Screening O=C(O)c1ccc2c(c1O)C(=O)c1ccccc1C2=O returned HL-60(TB) 105.6.
For CC(=O)CC(=O)SCCNC(C)=O the results were HL-60(TB) 97.8.
Cc1cc(C(O)CN(C)C)cc2c1ccc1cc(C(C)C)ccc12 (configuration not stated) was read as HL-60(TB) -52.8*.
NC(CS/C(Cl)=C/Cl)C(=O)O (configuration not stated) was read as HL-60(TB) 86.9.
For S=c1nc[nH]c2c1ncn2C1CCCCO1 (configuration not stated) the results were HL-60(TB) 94.2.
Screening O=C(O)C1CCN1C12CC3CC(CC(C3)C1)C2 (configuration not stated) returned HL-60(TB) 121.5.
For CC(=O)CC(=O)CS(=O)(=O)c1ccccc1 the results were HL-60(TB) 86.8.
Screening COc1cc(Nc2ncccc2/C=C/C(=O)c2cc(OC)c(OC)c(OC)c2)cc(OC)c1OC returned HL-60(TB) 73.1.
For O=C(Nc1ccc(Cl)c(C(F)(F)F)c1)c1cncc(C#Cc2cnc3ccc(N4CCOCC4)nn23)c1 the results were HL-60(TB) -21.7*.
For O=C(c1ccccc1)C1CCC1 the results were HL-60(TB) 88.2.
CCCCCCCC[N+]12CN3CN(CN(C3)C1)C2 was read as HL-60(TB) 136.6.
For O=C(CCCC(=O)Nc1ccc(Cn2nnc3cc(Cl)c(Cl)cc32)cc1)Nc1ccc(CN2N=NC3C=C(Cl)C(Cl)=CC32)cc1 (configuration not stated) the results were HL-60(TB) 89.7.
COC(=O)C(C#N)C(C#N)c1cc(OC)c(OC)cc1[N+](=O)[O-] (configuration not stated) was read as HL-60(TB) 97.8.
For CC(CC(=S)N1CCOCC1)CC(C)(C)C (configuration not stated) the results were HL-60(TB) 91.7.
O=C(CCl)Nc1ccccc1 was read as HL-60(TB) 96.3.
Screening O=S(=O)(Nc1ccc(Cl)nn1)c1ccc(N=C=S)cc1 returned HL-60(TB) 103.0.
CN1CCN(CC(=O)Nc2nc3c(s2)Nc2cc(Cl)c(Cl)cc2NC3=O)CC1 was read as HL-60(TB) 81.9.
For CSc1ccc2c(c1)N(CCC1CCCCN1C)c1ccccc1S2 (configuration not stated) the results were HL-60(TB) 86.1.
`CNC(=O)c1cc(Oc2ccc3nc(NC(=O)c4cc(N5CCOCC5)cc(C(F)(F)F)c4)sc3c2)ccn1` gave HL-60(TB) 68.0.
Screening CCCCCCCC/C=C\CCCCCCCC(=O)OOC(=O)CCCCCCC/C=C/CCCCCCCC returned HL-60(TB) 101.2.
Oc1ccccc1-c1nnc(CNc2ccc(Cl)cc2)o1 was read as HL-60(TB) 4.6*.
`c1ccc(COC(CN2CCCCC2)c2ccccc2)cc1` (configuration not stated) gave HL-60(TB) 91.4.
Screening CN(C)C=C1C(=O)c2ccccc2C1=O returned HL-60(TB) 87.8.
For CCCCCCCCOC(=O)Nc1ccc(OCC)cc1 the results were HL-60(TB) 102.7.
Screening CCOC(=O)C1=C(C)NC(=O)NC1c1ccccc1 (configuration not stated) returned HL-60(TB) 86.6&101.5&107.2.
`CCOC(=O)C=P(c1ccccc1)(c1ccccc1)c1ccccc1` gave HL-60(TB) 91.9.
`O=C(Nc1cccc2[nH]c(C(F)(F)F)nc12)c1ccco1` gave HL-60(TB) 97.8.
`CC1(C)COC(=O)OC1` gave HL-60(TB) 102.9.
`CC(=O)Nc1cc([As](=O)(O)O)ccc1O` gave HL-60(TB) 109.6&101.2.
Screening C=C1C(=O)O[C@H]2[C@H]1CC/C(COC(=O)/C=C\C(=O)NCc1ccc(Cn3c(=O)sn(CCCC)c3=O)cc1)=C\CC[C@@]1(C)O[C@@H]21 returned HL-60(TB) -45.6*.
Screening N#CC1=C(N)Oc2c(c(=O)[nH]c3ccccc23)C12c1cc(Br)ccc1-c1ccc(Br)cc12 returned HL-60(TB) 92.5.
For CN(C)c1ccc(C(=S)c2ccc(N(C)C)cc2)cc1 the results were HL-60(TB) 62.8.
COc1cc2c(cc1OC)C1=NN(C(=O)Nc3ccc(F)cc3)C(c3ccncc3)C1C2 (configuration not stated) was read as HL-60(TB) 112.7.
Screening O=c1/c(=C/c2ccc(O)cc2)sc2nc3ccccc3n12 returned HL-60(TB) 68.6.
CCOC(=O)CSc1ncnc2c1c(-c1ccccc1)cn2-c1ccc(Cl)cc1 was read as HL-60(TB) 96.7.
`CCCCCN(CCCCC)C(=O)CCl` gave HL-60(TB) 100.5.
O=C(O)CN(CC(=O)O)C1C(=O)NC(=O)NC1=O was read as HL-60(TB) 104.2.
O=C1c2cccc3cccc(c23)C(=O)N1Nc1nc(N2CCN(c3ccccc3)CC2)nc(-n2cnc3ccccc32)n1 was read as HL-60(TB) 100.5.
C#C/C(=C\c1ccc(Br)cc1)n1nc2cccc(F)c2n1 was read as HL-60(TB) 62.5.
Screening O=[N+]([O-])c1cccc(N=NNc2cccc([N+](=O)[O-])c2)c1 returned HL-60(TB) 79.9.
Screening Cc1ccc(Nc2cc(N)nc(N)n2)cc1Cl returned HL-60(TB) 98.7.
For CCCCC1CCc2cccc3c(SCC(=O)N(C)c4ccc(Cl)cc4)cc[n+]1c23 (configuration not stated) the results were HL-60(TB) 91.4.
COC(=O)c1ccccc1 was read as HL-60(TB) 84.9.
For COC(=O)c1nn(-c2ccccc2)c2cnc3nc(-c4ccccc4)cc-3n12 the results were HL-60(TB) 118.7.
`COc1cccc(C(=O)NNC(=O)c2cccc3ccccc23)c1` gave HL-60(TB) 97.8.
For COC(=O)CCCCI the results were HL-60(TB) 110.2.
Cc1c(C(=O)NO)sc2ncnc(Nc3ccc(NC(=O)Nc4cccc(C(F)(F)F)c4)cc3)c12 was read as HL-60(TB) 102.1.
Oc1ccccc1-c1nn(-c2ccccc2)cc1-c1nc2ccccc2[nH]1 was read as HL-60(TB) 92.4.
Screening CCc1nc(N)nc(N)c1C#CC(C)c1ccc(-c2ccncc2)cc1Cl (configuration not stated) returned HL-60(TB) -19.9*.
Screening CCCCCCCCCCCCCCCCCCOc1ccccc1CC(=O)NCC[N+]1(C)CCCC1 returned HL-60(TB) 39.7.
For CCOC(=O)CC1CSC(c2ccc(F)cc2)=N1 (configuration not stated) the results were HL-60(TB) 92.7.
Screening CC1=C(/C=C/C(C)=C/C=C/C(C)=C/C=C/C=C(C)/C=C/C=C(C)/C=C/C2=C(C)CCCC2(C)C)C(C)(C)CCC1 returned HL-60(TB) 82.7.
`Cc1nn(-c2ccccc2)c(Oc2ccccn2)c1/C=N\N=c1/sc2ccccc2n1C` gave HL-60(TB) 56.1.
For Nc1ncnc2c1ncn2-c1ccc(C(F)(F)F)cc1 the results were HL-60(TB) 99.6.
For O=C1/C(=C/c2cc(F)cc(F)c2)Cc2c(F)ccc(Br)c21 the results were HL-60(TB) 97.7.
For Clc1ccc2ncccc2c1 the results were HL-60(TB) 100.1.
For S=C(Nc1cccc(Cl)c1)Nc1cccc(Cl)c1 the results were HL-60(TB) 90.1.
For O=C(Cn1nnc2ccccc21)N/N=C/c1cccc(O)c1O the results were HL-60(TB) 13.6.
CCOC(=O)c1[nH]c(C)nc1/N=N/N(C)C was read as HL-60(TB) 98.3.
`COc1ccc2c(c1)nnn1c3ncccc3c(Br)c21` gave HL-60(TB) 94.7.
For CC1(C)NC(=O)N(c2ccc([N+](=O)[O-])c(C(F)(F)F)c2)C1=O the results were HL-60(TB) 102.4.
For COc1cc(-c2ccc(N=C=O)c(OC)c2)ccc1N=C=O the results were HL-60(TB) 68.1.
For COc1ccc(-c2nc(SCCC(C)C)nc(Nc3ccc(C(=O)O)cc3)c2C#N)cc1 the results were HL-60(TB) 71.6.
Screening CCOC(=O)c1c(NCC(=O)Nc2ccc(Br)cc2)sc(C(C)=O)c1C returned HL-60(TB) 112.1.
O=C(Nc1ccc(Br)cc1)Oc1ccc(Cl)cc1C(=O)c1ccccc1 was read as HL-60(TB) 95.9.
`CC[C@H](C)[C@@H]1NC(=O)[C@@H]([C@@H](C)CC)NC(=O)CC(=O)[C@H](C)[C@H](/C=C(\C)C[C@H](C)C/C(C)=C/c2cnco2)OC1=O` gave HL-60(TB) 102.2.
NS(=O)(=O)c1ccc(CN2C(=O)c3ccc4c5c(ccc(c35)C2=O)C(=O)N(Cc2ccc(S(N)(=O)=O)cc2)C4=O)cc1 was read as HL-60(TB) 102.8.
For N#Cc1ncoc1N1CCN(c2ccc(F)cc2)CC1 the results were HL-60(TB) 87.7.
`COc1ccc(/C=N/Nc2cc(=O)[nH]c3ccccc23)cc1` gave HL-60(TB) 92.3.
Screening CCOCc1cnc(C)nc1N returned HL-60(TB) 117.9.
N#Cc1cccc(-c2cc(=O)c3cc(O)c(F)cc3[nH]2)c1 was read as HL-60(TB) 100.7.
COc1cc2nc(C(=O)NCCN(C)C)n(N)c(=O)c2cc1OC was read as HL-60(TB) 129.3.
Screening Nc1c(C(=O)Nc2cccc(Cl)c2)sc2nc3c(cc12)CN(Cc1ccccc1)CC3 returned HL-60(TB) 95.3.
Screening Cn1cc(C(=O)c2nc(-c3c[nH]c4ccccc34)no2)c2cc(F)ccc21 returned HL-60(TB) -6.7*.
Screening CNCCC=C1c2ccccc2CCc2ccccc21 returned HL-60(TB) 78.3&70.4.

Structures shown so far that contain an NH in an aromatic ring:
COC(=O)Nc1nc2ccc(C(=O)c3ccc(F)cc3)cc2[nH]1 was read as HL-60(TB) -70.4*.
For Cc1ccc(Cn2cc(Cn3c(=O)c(-c4nc5ccccc5[nH]4)cc4ccccc43)nn2)cc1 the results were HL-60(TB) 99.0.
Screening COC(=O)c1cc2ccccc2[nH]c1=O returned HL-60(TB) 129.7.
Screening O=C1CN(Cc2ccncc2)C(=O)[C@H](Cc2c[nH]c3ccccc23)N1 returned HL-60(TB) 89.3.
For S=c1nc[nH]c2c1ncn2C1CCCCO1 (configuration not stated) the results were HL-60(TB) 94.2.
`O=C(Nc1cccc2[nH]c(C(F)(F)F)nc12)c1ccco1` gave HL-60(TB) 97.8.
Screening N#CC1=C(N)Oc2c(c(=O)[nH]c3ccccc23)C12c1cc(Br)ccc1-c1ccc(Br)cc12 returned HL-60(TB) 92.5.
Oc1ccccc1-c1nn(-c2ccccc2)cc1-c1nc2ccccc2[nH]1 was read as HL-60(TB) 92.4.
CCOC(=O)c1[nH]c(C)nc1/N=N/N(C)C was read as HL-60(TB) 98.3.
`COc1ccc(/C=N/Nc2cc(=O)[nH]c3ccccc23)cc1` gave HL-60(TB) 92.3.
N#Cc1cccc(-c2cc(=O)c3cc(O)c(F)cc3[nH]2)c1 was read as HL-60(TB) 100.7.
Screening Cn1cc(C(=O)c2nc(-c3c[nH]c4ccccc34)no2)c2cc(F)ccc21 returned HL-60(TB) -6.7*.
